ROMK primary = human ROMK K+ channel modulation, primary screen. P48048. Tet-inducible ROMK, thallium flux fluorescence; actives lie on both sides. B-score at 10 µM. hit rate 2% among 130,000. AID 1918;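 active = signal ratio slope over the read window, or its plate-corrected B-score, at least 3 SD from the plate mean, either direction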;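 note: B-score of the F/F0 ratio slope over 7 to 12 s after thallium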
Target sequence (P48048 whole entry, looked up): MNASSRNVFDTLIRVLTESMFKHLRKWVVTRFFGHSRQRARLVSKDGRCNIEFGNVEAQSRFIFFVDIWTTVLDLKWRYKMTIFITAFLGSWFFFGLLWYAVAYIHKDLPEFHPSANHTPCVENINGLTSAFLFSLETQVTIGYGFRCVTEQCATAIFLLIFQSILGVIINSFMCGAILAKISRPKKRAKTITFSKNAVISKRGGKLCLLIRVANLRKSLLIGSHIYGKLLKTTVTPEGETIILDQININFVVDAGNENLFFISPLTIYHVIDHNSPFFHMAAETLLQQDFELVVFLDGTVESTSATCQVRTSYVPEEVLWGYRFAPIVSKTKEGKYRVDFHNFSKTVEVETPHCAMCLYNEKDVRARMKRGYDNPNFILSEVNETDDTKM
S1P3 antagonist = blocks the human S1P3 receptor | Q99500 | CHO S1P3 NFAT-BLA reporter, FRET fluorescence, antagonist mode | inhibition, % at 4.98 µM | hit rate 0.27% among 170,000;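 active = inhibition above the plate cutoff, the mean inhibition of test wells on that plate plus 3 SD, cut at about 28% in these data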;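 note: cells challenged with S1P at its EC80 of 0.8 µM; blue over green emission ratio from cleaved BLA substrate after 4 h stimulation; 0% = S1P-stimulated wells and 100% = unstimulated DMSO-only wells; some compounds past the cut are filed as inactive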
Target sequence (Q99500 whole entry, looked up): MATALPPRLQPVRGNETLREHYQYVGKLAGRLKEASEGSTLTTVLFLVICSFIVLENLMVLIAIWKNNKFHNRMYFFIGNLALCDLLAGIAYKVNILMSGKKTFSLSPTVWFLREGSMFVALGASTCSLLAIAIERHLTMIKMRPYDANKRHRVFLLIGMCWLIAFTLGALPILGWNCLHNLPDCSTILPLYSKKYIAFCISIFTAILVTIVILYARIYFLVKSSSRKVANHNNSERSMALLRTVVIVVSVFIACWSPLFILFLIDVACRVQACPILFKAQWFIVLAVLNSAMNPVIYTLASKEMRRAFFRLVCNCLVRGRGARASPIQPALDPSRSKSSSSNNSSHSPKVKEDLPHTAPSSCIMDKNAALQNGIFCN
* marks the source's active call; other numbers are inactive results. Some of the compounds tested, so the mix of outcomes need not match the whole.

Below each SMILES – S1P3 antagonist, ROMK primary
> COc1ccccc1/C=C\C(=O)NCC(=O)N/N=C(\C)Cc1ccccc1
    -5, -0.77
> CCCCn1c2c(c(=N)c3ccccc31)CCC2
    15, 0.21
> CCn1cc(C(=O)O)c(=O)c2cc(F)c(N3CCN(C(=S)NC(=O)c4ccccc4)CC3)cc21
    -3, 0.11
> CCOc1ccccc1N1CCN(Cc2cnc(-c3ccccc3)[nH]2)CC1
    -1, -1.6
> S=C1NC2(CCS1)Oc1ccccc1C1CC(c3ccccc3)=NN12 (stereo not drawn)
    11, -0.36
> COc1cc(NC(=O)c2ccc(CNc3c(N4CCCC4)c(=O)c3=O)cc2)cc(OC)c1OC
    2, 1.2
> Cn1c(=O)c2cc3ccccc3nc2n(C)c1=O
    -2, -5.1*
> O=C(Nc1ccc(F)c(Cl)c1)Nc1csc2ccccc12
    8, -0.27
> Cc1ccc2c(c1C)NC(=O)CC(c1ccccc1O)=N2
    -11, 0.076
> O=C(COc1ccc(C2SCCS2)cc1)Nc1ccc(Cl)cc1
    6, 0.21
> COC(=O)CC1C(=O)NCCN1C(=O)c1sc2ccccc2c1Cl (stereo not drawn)
    -5, 1.1
> Cc1ccc(NCC(=O)N/N=C/c2cccn2C)cc1
    0, -0.014
> Cc1onc(-c2ccccc2Cl)c1C(=O)NCc1nc(-c2ccc(C(F)(F)F)cc2)no1
    11, 1.1
> CC(=O)N(C)N(C)c1cc(C)nc(N)n1
    -18, 0.27
> Cc1sc(NC(=O)CN2CCOCC2)c(C#N)c1C
    1, 0.6
> Cc1ccc(CSc2nnc(SCC(=O)N/N=C/c3ccc(C(=O)O)cc3)s2)cc1
    5, -0.0055
> C/C(=N\OC(=O)c1ccc(F)cc1)c1ccc(F)c(F)c1
    -25, -0.13
> Cc1[nH]n(-c2ccccc2)c(=O)c1C=Nc1ccc(S(=O)(=O)N=C(N)N)cc1
    0, 1.7
> Cc1cc(-n2cnc(-c3cn[nH]c3C)n2)no1
    -3, 0.17
> CC(=O)Nc1cc2cc(NS(=O)(=O)c3ccc(C)cc3)ccc2oc1=O
    -3, -0.94
> CCOC(=O)Cn1cc(/C=C(\C#N)C(=O)N2CCOCC2)c2ccccc21
    6, -0.33
> Cc1cc(C(=O)N/N=C2\CC(=O)c3ccccc32)c(C)n1-c1ccc(F)cc1
    -1, 1.1
> CCN1CCN(c2oc(/C=C/c3ccccc3)nc2C#N)CC1
    -7, 0.41
> CN1CCN(CC#CCC(O)(c2ccccc2)c2ccccc2)CC1
    -1, 0.29
> COc1ccc(-c2cc3nc(C)n(N)c(=O)c3s2)cc1
    -6, -1.1
> O=C(CSCc1ccc(C(=O)O)cc1)Nc1ccc2ccccc2c1
    1, 0.79
> O=c1nc(N/N=C/c2c[nH]c3ccccc23)cn[nH]1
    -1, 0.043
> O=C1C2C3C=CC(C3)C2C(=O)N1Nc1ccccc1 (stereo not drawn)
    4, 0.098
> O=C(NN1CC(=O)N(c2cc(Cl)cc(Cl)c2)CC1=O)c1sccc1Cl
    13, -0.13
> O=C(/C(=C/c1ccncc1)n1ccnc1)c1ccc(Cl)cc1Cl
    2, -7.9*
> CCc1ccc2[nH]c(=O)c(CN(CC3CCCO3)C(=S)NCc3ccco3)cc2c1 (stereo not drawn)
    -24, -1
> O=C(/C=C/c1ccc(F)cc1)NC(=S)NC1CCCCC1
    -1, -0.46
> COCC(=O)N(Cc1nc2sc(C)c(C)c2c(=O)[nH]1)C1CCCCC1
    -18, -0.054
> CC1(C)Cc2c(C#N)c(NCCN3CCOCC3)nc(-c3ccccc3)c2CO1
    5, 0.41
> COc1ccc(/C=C2/C(=N)N3C(=NC2=O)Sc2cc(S(C)(=O)=O)ccc23)cc1OC
    5, 0.54
> O=C(N/N=C/c1ccc([N+](=O)[O-])o1)C(O)c1ccccc1 (stereo not drawn)
    -2, -0.5
> CCCC(CCC(=O)Nc1ccn(-c2ccccc2)n1)C(=O)O (stereo not drawn)
    -9, 0.67
> O=[N+]([O-])c1ccc2c(c1)/C(=N\O)c1ccccc1-2
    1, -2.9*
> Cc1c(NC(=O)c2ccc(Cl)nc2)cccc1-c1nc2cccnc2s1
    15, -0.02
> O=S(=O)(c1ccc(-c2ccon2)s1)N1CCN(CCN2CCOCC2)CC1
    -4, -0.87
> O=[N+]([O-])c1ccc(CSc2nc3ncc(Br)cc3[nH]2)cc1
    -8, -1.1
> COc1cccc(N2C(=O)CC(NNc3nc4ccccc4s3)C2=O)c1 (stereo not drawn)
    -9, -2.3
> O=C1NCCN1CCN1C(=O)c2ccccc2NC1c1ccccc1 (stereo not drawn)
    11, 0.087
> Clc1nc(N2CCOCC2)ncc1Br
    -5, -0.14
> N/C(=N\c1nc2ccccc2o1)NC(=O)c1ccc([N+](=O)[O-])cc1
    -4, -0.19
> Cn1cccc1C1C(C#N)=C(N)OC2=C1C(=O)CCC2 (stereo not drawn)
    -9, 0.5
> Cc1cc(NC(=O)CSc2nc(N)c(NC(=O)c3ccco3)c(=O)[nH]2)no1
    1, 0.05
> CCN(c1cccc2ccccc12)S(=O)(=O)c1ccc(Cl)nc1
    2, 0.51
> Cc1nc([N+](=O)[O-])cn1CC(O)c1ccc(Cl)cc1 (stereo not drawn)
    4, 0.46
> O=C(O)c1ccc(-n2cccc2/C=N\NC(=O)c2cc3cc(Br)ccc3o2)cc1
    3, 1.4
> COc1ccc(NS(=O)(=O)c2ccc(Oc3c(C#N)cccc3C#N)cc2)cc1
    2, -0.81
> Nc1c(-c2n[nH]c(=S)n2-c2ccc(Cl)cc2Cl)cnn1-c1ccccc1
    -12, -0.19
> Cc1onc(-c2ccc(Cl)cc2)c1-c1ccnc(SCC(=O)Nc2cc(Cl)cc(Cl)c2)n1
    6, -0.23
> COc1ccc(/C=C2\SC(=S)N(CC(=O)OCC(=O)Nc3cc(Cl)cc(Cl)c3)C2=O)cc1
    -3, 0.1
> CCOC(=O)N1CCC(NC(=O)CCCC(=O)O)CC1
    7, 1
> Cc1ccc(NC(=O)Nc2nnc(-c3ccccc3F)s2)cc1
    6, 1.9
> N#Cc1nc(-c2ccco2)oc1NCc1ccccc1Cl
    14, -0.51
> Cn1c(=O)[nH]c(=O)c2c1nc(N/N=C/c1ccncc1)n2Cc1ccc(Cl)cc1
    -5, -0.31
> COc1cc(C2NC(=O)NC(C)=C2[N+](=O)[O-])cc(OC)c1OC (stereo not drawn)
    0, 0.5
> CCOC(=O)N1CCN(C(=O)C(=O)N/N=C/c2ccc(OC)cc2OC)CC1
    9, -0.31

Next section:
Below each SMILES – S1P3 antagonist, ROMK primary
> CC1CC(C)CN(CCCNC(=O)c2ccc3c(SCC(=O)O)c4c(nc3c2)CCC4)C1 (stereo not drawn)
    -4, 0.95
> COc1ccc(Cc2nnc(Nc3ccc(C)cc3)o2)cc1OC
    6, -0.3
> N#Cc1c(-c2cccnc2)cc(-c2ccccc2)nc1N
    1, -1.4
> Cc1ccnc(NS(=O)(=O)c2ccc3c(c2)CCO3)c1
    -13, 0.24
> CC(C)CNCC1OCc2ccccc2CO1
    8, 0.038
> COC(=O)c1scc(S(C)(=O)=O)c1-n1cccc1
    -5, 0.073
> O=C(N/N=C/c1ccco1)c1cc(-c2ccc(Br)s2)[nH]n1
    2, 0.0093
> CNS(=O)(=O)c1cc(Cl)ccc1Sc1ccccc1C(=O)O
    -13, 0.3
> Cc1ccc(C(C)C)c(OCC(=O)N/N=C/c2ccc(S(=O)(=O)O)o2)c1
    6, -1.1
> C/C(=N/NC(=O)CNC(=O)COc1cccc(C)c1)c1ccco1
    -2, -0.36
> O=C(c1ccco1)N1CCC(N2CCN(c3ccccc3)CC2)CC1
    6, 0.59
> O=C(NC(C(=O)N/N=C/c1cccnc1)c1n[nH]c(=O)c2ccccc12)c1ccccc1 (stereo not drawn)
    -8, -0.013
> COc1ccc2nc(C(F)(F)Cl)c(C#N)c(N)c2c1
    -5, -0.19
> COCCOC(=O)c1c(NC(=O)CNC2CCCc3ccccc32)sc(C(N)=O)c1C (stereo not drawn)
    -13, 0.076
> Cn1cccc1/C=N\NC(=O)c1cncc(Br)c1
    1, 1
> CC(C)(C)OC(=O)NCCC(=O)N/N=C/c1ccc2ncccc2c1
    -1, -0.29
> COCCNc1oc(/C=C/c2ccccc2)nc1C#N
    7, -0.33
> COCCCNC(=S)Nc1ccc(C)cc1
    6, 0.62
> Cc1ccc(NC(=O)CN(C)S(=O)(=O)c2cccc3cccnc23)c(C)c1
    -10, 0.42
> Cc1onc(-c2c(Cl)cccc2Cl)c1C(=O)c1ccc(F)cc1
    1, 0.03
> c1ccc(-c2nccnc2-c2ccccc2)cc1
    -1, 0.097
> Cn1c2ccccc2c2cnn(CC(=O)Nc3cccc(F)c3)c(=O)c21
    14, 0.046
> Nc1ccc(S(=O)(=O)Nc2ccc(Cl)nn2)cc1
    -4, -0.42
> COc1cc(C=C2C(=O)c3ccccc3C2=O)cc(OC)c1
    -14, 1
> COc1ccccc1N1CCN(C(c2cccs2)C(C)NC(=O)c2ccncc2)CC1 (stereo not drawn)
    11, 1.1
> Cc1ccc(CNC(=O)c2nnc(Cc3ccc(Cl)cc3)o2)cc1
    9, 0.63
> COc1ccc(-c2nc(N)c(C#N)c(-c3cccnc3)c2C)cc1
    -6, -0.11
> O=C(Cc1ccccc1)N/N=C/C=C/c1ccccc1[N+](=O)[O-]
    1, -0.49
> NC(=S)NNc1ccc(Cl)c(Cl)c1
    -5, -0.25
> Clc1ccc(-c2csc(-c3cccnc3)n2)s1
    6, 1.3

Grouped by structure, the entries above with a furan ring, fused or not.
Below each SMILES – S1P3 antagonist, ROMK primary
> CCc1ccc2[nH]c(=O)c(CN(CC3CCCO3)C(=S)NCc3ccco3)cc2c1 (stereo not drawn)
    -24, -1
> O=C(N/N=C/c1ccc([N+](=O)[O-])o1)C(O)c1ccccc1 (stereo not drawn)
    -2, -0.5
> Cc1cc(NC(=O)CSc2nc(N)c(NC(=O)c3ccco3)c(=O)[nH]2)no1
    1, 0.05
> O=C(O)c1ccc(-n2cccc2/C=N\NC(=O)c2cc3cc(Br)ccc3o2)cc1
    3, 1.4
> N#Cc1nc(-c2ccco2)oc1NCc1ccccc1Cl
    14, -0.51
> O=C(N/N=C/c1ccco1)c1cc(-c2ccc(Br)s2)[nH]n1
    2, 0.0093
> Cc1ccc(C(C)C)c(OCC(=O)N/N=C/c2ccc(S(=O)(=O)O)o2)c1
    6, -1.1
> C/C(=N/NC(=O)CNC(=O)COc1cccc(C)c1)c1ccco1
    -2, -0.36
> O=C(c1ccco1)N1CCC(N2CCN(c3ccccc3)CC2)CC1
    6, 0.59

(continued)
Below each SMILES – S1P3 antagonist, ROMK primary
> Nc1nnnn1/N=C/c1cc([N+](=O)[O-])ccc1O
    -2, -0.37
> CC(C)(C)NC(=O)NCCc1ccccc1
    -13, 0.47
> Cn1nc(-c2ccccc2)cc1NS(=O)(=O)c1ccccc1
    -9, -0.76
> Cc1cc(C)nc(SCc2cn3c(C)cccc3n2)n1
    -12, 1.2
> Cc1cccc(Cn2nc(C(C)(C)C)cc2C(=O)Nc2ccc(F)cc2)c1
    37*, -1
> CCOC(=O)c1ccc2nc(C)c(C)nc2c1
    4, 0.33
> CC(C)(C)C(=O)O/N=C(\N)c1ccc(Br)cc1
    -3, 0.014
> Cc1sc2ncnc(OCC(=O)NC3CCS(=O)(=O)C3)c2c1C (stereo not drawn)
    -16, 0.08
> COc1ccc(CCNC(=S)N(C)C)cc1OC
    -2, 0.57
> CCc1cccc(NC(=O)c2ccc3c(=O)n4c(nc3c2)CCCCC4)c1
    5, -0.28
> Cc1cc(=O)n2[nH]c(CCC(=O)O)nc2n1
    2, 0.78
> O=C(/C=C/c1ccco1)N1CCN(c2ccc(F)cc2)CC1
    2, 0.51
> COc1cc(S(=O)(=O)N(Cc2cccc(OC)c2OC)CC2CCCO2)ccc1-n1cnnn1 (stereo not drawn)
    5, 0.97
> CCc1nnc(NC(=O)C2=CCN(S(=O)(=O)c3ccccc3)CC2)s1
    -3, -0.0064
> CC(=O)c1cc2ccc(O)cc2oc1=O
    -37, -6.4*
> COc1ccc(/C=N/NC(=O)c2ccn[nH]2)cc1Cn1nc(C)c([N+](=O)[O-])c1C
    -12, -0.42
> CCOC(=O)C(C)Oc1cccc2c(=O)n(CC(=O)NCc3ccc(F)cc3)ccc12 (stereo not drawn)
    35*, 3.6*
> O=C(NCc1ccc2c(c1)OCO2)Nc1ccc2ccccc2c1
    -1, -1.5
> CCOC(=O)c1c(N2C(=O)CC(Sc3ccccc3C(=O)O)C2=O)sc(C)c1C (stereo not drawn)
    6, 0.44
> NNC(=O)c1nc(Cl)c(Cl)c(N)c1Cl
    3, -0.39
> CCOC(=O)C1CCCN(/C=C2\SC(=S)N(CC)C2=O)C1 (stereo not drawn)
    0, 0.35
> C/C(=N\NC(=O)C(=O)Nc1cc(C)ccc1C)c1ccncc1
    -1, 0.59
> O=C(CNC(=O)C(c1ccccc1)c1ccccc1)N/N=C/c1cccnc1
    -6, -1.1
> O=S(=O)(Nc1nc(SCc2ccc(Cl)cc2)n[nH]1)c1ccc(F)cc1
    -2, 0.35
> CC(=O)SC1CC(=O)N(c2ccc(C(C)(C)C)cc2)C1=O (stereo not drawn)
    -17, 0.015
> Cc1nc2ccc(Cl)cc2nc1C
    4, 1.5
> COc1cccc(-c2nnc(N)o2)c1
    4, 0.38
> COc1ccc(-n2c(SCC(=O)Nc3ccccc3)nc(O)cc2=O)cc1
    8, -2
> C(=C\N1CCCCCC1)/c1nnnn1-c1ccc(-c2ccccc2)cc1
    7, -0.14
> O=C(CCC(=O)c1ccc(-c2ccccc2)cc1)Nc1cccnc1
    -18, 0.76
> O=C1CSCC(=O)N1c1ncc(C(F)(F)F)cc1Cl
    -7, 0.17

Compound activity: PubChem BioAssay, several laboratories
